Screens as filed in PubChem BioAssay.
HSF1 inhib = HSF1 inhibitors in luciferase reporter cells, primary screen, cell-based, NIH3T3, luminescence | activity change, negative = inhibition, % at 7.5 µM (by protocol) | NIH3T3-HGL HSE-luciferase, MG132-induced, luminescence 8 h; hits give low values | 300,000 compounds, 0.77% hits;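 active = more than half of replicate wells show activity change below -50%, luminescence cut by over half; inconclusive = some wells, but at most half, below -50%; inactive = no replicate well below -50%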;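 also: luciferase reports HSF-1 transcriptional activity via heat shock element; 0% = median of DMSO wells and -100% = zero luminescence signal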
Dyrk1A ADPGlo = rat Dyrk1A kinase inhibitors, primary screen, biochemical, single point, plate reader; AID 504441, 2011; 310,000 compounds, 0.43% hits; ADP-Glo luminescence, NFATc1 peptide; inhibition, % at 12.5 µM; Dual specificity tyrosine-phosphorylation-regulated kinase 1A (Rattus norvegicus), Q63470; in the data active = inhibition above about 50%;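 also: plate controls were vehicle with enzyme for no effect and no enzyme for full effect; many of its hits are not listed in these tables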
HSP90 refold inh = HSP90 inhibitors, primary screen, cell lysate, luminescence | Rabbit reticulocyte lysate, luciferase refolding luminescence, 3 h | 290,000 compounds, 0.91% hits | Heat shock protein HSP 90 (rabbit reticulocyte lysate; luciferase refolding) | inhibition, % at 5.6 µM;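 active = inhibition above the screen-wide mean plus 3 SD, computed separately per campaign, cut at about 16% in these data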;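 also: 0% = DMSO wells and 100% = 60 µM geldanamycin wells; inhibitors lower the luminescence because luciferase stays unfolded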
IEC-6 tox = cytotoxicity in IEC-6 intestinal epithelial cells, primary screen, cytotoxicity control for KLF5 inhibitor project, cell-based, luminescence; IEC-6 cytotoxicity, luminescence viability; inhibition, % at 5 µM; 290,000 compounds, 0.78% hits; AID 1825, 2009; in the data active = inhibition above about 22%;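 also: 0% = plate median of test compound wells and 100% = cytotoxic reference compound wells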
KLF5 inhibitor = KLF5 expression inhibitors, primary screen, DLD-1 cells, luminescence; DLD-1 KLF5 promoter-luciferase reporter; inhibition, % at 5 µM; 290,000 compounds, 0.23% hits; AID 1700, 2009;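 active = inhibition above a per-plate limit of that plate's mean compound inhibition plus 3 SD, cut at about 60% in these data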;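 also: 0% = DMSO wells and 100% = LY294002 at 200 µM; higher means less KLF5 promoter-driven luciferase light; inactives centre near -14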
HSF-1 act = HSF-1 activators, primary screen, NIH3T3-HGL cells, MG132 stress, luminescence, single point. AID 504408, 2011. NIH3T3-HGL HSF-1 luciferase reporter, 8 h; 100% = twice DMSO control signal. 300,000 compounds, 1.7% hits. activation, % at 9 µM;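 active = mean replicate activation of at least 50% with a set share of replicates each reaching 50%; inconclusive = only one of those two conditions met; inactive = mean below 50% and too few replicates reaching it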;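 also: 0% = median of the neutral control wells and 100% = twice that signal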
GSK3B inh = human GSK3beta kinase inhibitors, primary screen, biochemical, cell-free homogeneous, HTS; Glycogen synthase kinase-3 beta (Homo sapiens), P49841; GST-GSK3beta kinase, ADP-Glo luminescence, 60 min; hits give low values; AID 2097, 2009; activity score (negative = inhibition), % at 10 µM; 300,000 compounds, 0.038% hits;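 active = more than half of replicate wells score below -50%, meaning over 50% inhibition versus plate controls; inconclusive = some replicates but at most half score below -50%; inactive = no replicate scores below -50%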;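 also: 0% = median DMSO wells and -100% = median GW8510 positive control wells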
Target sequence (P49841 whole entry, looked up): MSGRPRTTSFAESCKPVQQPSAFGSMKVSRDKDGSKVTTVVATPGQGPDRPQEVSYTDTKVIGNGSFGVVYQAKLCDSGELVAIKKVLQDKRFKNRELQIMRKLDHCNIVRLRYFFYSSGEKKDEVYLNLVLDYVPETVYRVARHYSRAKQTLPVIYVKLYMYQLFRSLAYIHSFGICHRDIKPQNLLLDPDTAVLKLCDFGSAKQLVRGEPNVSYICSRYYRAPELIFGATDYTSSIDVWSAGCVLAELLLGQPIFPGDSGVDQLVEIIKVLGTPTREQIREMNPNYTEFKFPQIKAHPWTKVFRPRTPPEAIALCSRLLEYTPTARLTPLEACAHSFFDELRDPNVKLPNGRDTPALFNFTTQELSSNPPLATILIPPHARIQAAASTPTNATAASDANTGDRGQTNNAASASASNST
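Test system: GST-fused GSK3beta enzyme, cell-free | Quantity: 1.6 ng GST-GSK3beta enzyme per well | Reagent: 25 µM ATP with peptide substrate | Schedule: 60 min enzyme reaction, room temperature | Signal: Luminescent ADP-Glo measurement of ADP formed | Read-out basis: Score relative to plate controls | Control set: DMSO and 20 µM GW8510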
GSK3A inh = blockers of GSK3A enzyme activity – biochemical, luminescence, cell-free homogeneous, HTS, primary screen | Glycogen synthase kinase-3 alpha (Homo sapiens), P49840 | GSK-3 alpha kinase, ADP-Glo luminescence, 60 min | inhibition, % at 10 µM | 320,000 compounds, 0.1% hits | AID 2650, 2010;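 in the data active = inhibition above about 50%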;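 also: GST-tagged GSK-3 alpha with peptide substrate and 25 µM ATP; 0% = DMSO neutral wells and 100% = GW8510 positive control wells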
Target sequence (P49840 whole entry, looked up): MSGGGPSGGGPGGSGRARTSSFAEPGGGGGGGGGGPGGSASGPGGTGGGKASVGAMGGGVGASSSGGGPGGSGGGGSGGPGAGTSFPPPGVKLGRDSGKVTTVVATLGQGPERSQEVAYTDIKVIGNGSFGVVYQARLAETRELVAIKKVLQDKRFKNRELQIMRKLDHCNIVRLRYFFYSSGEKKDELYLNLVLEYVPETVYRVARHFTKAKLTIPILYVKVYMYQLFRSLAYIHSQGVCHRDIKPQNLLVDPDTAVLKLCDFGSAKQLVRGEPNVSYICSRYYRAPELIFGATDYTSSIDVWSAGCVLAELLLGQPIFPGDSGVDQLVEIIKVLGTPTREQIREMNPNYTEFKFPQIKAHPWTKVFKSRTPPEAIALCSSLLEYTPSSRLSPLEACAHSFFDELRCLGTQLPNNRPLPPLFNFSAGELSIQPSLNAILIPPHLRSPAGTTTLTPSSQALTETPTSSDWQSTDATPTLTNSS
aSyn UTR inh = MLPCN primary screen, SNCA 5' untranslated region | inhibition, % (tested at 7.5 µM) | 300,000 compounds, 0.82% hits | alpha-synuclein 5'UTR reporter, inhibitor activity; in the data active = inhibition above about 60%; inconclusive = no clear call, values can overlap the other calls;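 also: H4 neuroglioblastoma cells stably carrying SNCA 5'UTR luciferase fusion; 0% = DMSO wells and 100% = positive control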
Platelet DG rel = inhibitors of platelet dense granule secretion, primary screen, cell-based, MLPCN, human platelets. human platelet-rich plasma, SFLLRN dense granule ATP release, luminescence. inhibition, %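 (compounds screened at 7.5 µM in platelet-rich plasma)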. 300,000 compounds, 0.22% hits. AID 1663, 2009;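 active = mean replicate score, as percent of positive control, at or above 50; inconclusive = mean below 50 but at least one replicate at or above 50; inactive = mean and every replicate below 50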
* marks the source's active call; other numbers are inactive results; u = inconclusive; x = no result given. Only part of the results is shown; the hit share may differ from the screen's.

no.	SMILES	HSF1 inhib	Dyrk1A ADPGlo	HSP90 refold inh	IEC-6 tox	KLF5 inhibitor	HSF-1 act	GSK3B inh	GSK3A inh	aSyn UTR inh	Platelet DG rel
1	COc1ccccc1NC(=O)c1cc2n(n1)C(C(F)(F)F)CC(c1ccc3c(c1)OCO3)N2 (centres undefined)	-9	-4	3	1	4	-14	4	-1	24	u
2	NNC(=S)NC1CC2CC1C1C=CCC21 (centres undefined)	-54*	-2	25*	9	13	-63	-8	-3	7	-2
3	CC1(C)CC(=O)C(C=NCCN2CCN(C3CC(=O)N(c4cccc(Br)c4)C3=O)CC2)=C(O)C1 (centres undefined)	-13	-3	1	1	-9	0	-5	-1	5	4
4	COc1cccc(CNC(=O)N2CCN(c3ccccc3)CC2)c1	0	-7	0	0	-21	-12	0	-1	17	14
5	CCCOc1ccc(-c2csc(N)n2)cc1[N+](=O)[O-]	-1	-2	-9	-9	-131	-5	12	-2	-81	1
6	COc1cc(/C=N/NC2=NS(=O)(=O)c3ccccc32)cc(OC)c1OC	-37	-5	-4	-3	-38	-50	2	-2	7	-2
7	CCOC(=O)C1CCN(C(=O)CCc2nc3ccccc3[nH]2)CC1	3	5	-1	-2	-28	32	4	x	-2	2
8	Cc1c(C(O)CN2CCC(C(N)=O)CC2)c2ccccc2n1C (centres undefined)	1	2	-2	0	-28	-7	0	0	2	-10
9	CCc1nc(C)cn1S(=O)(=O)c1cc(Cl)c(OC)cc1Cl	-8	-7	-3	-5	-10	-9	3	-4	15	10
10	COc1ccc(CCN(C)C2CCCN(C(=O)c3sccc3C)C2)cc1OC (centres undefined)	2	-7	-6	-3	-8	-2	4	7	7	11
11	O=C(Nc1ccccc1C(=O)NCC1CCCO1)c1ccco1 (centres undefined)	2	3	-1	-1	-50	0	0	3	-28	-12
12	Clc1ccc(Nc2ccc(-n3ccnc3)nn2)cc1Cl	-4	5	1	12	4	3	-2	0	-48	4
13	O=c1cc(CN2CCN(C/C=C/c3ccccc3)CC2)c2cc(O)ccc2o1	3	29	3	7	-21	0	4	3	-1	8
14	CC(C)(C)c1ccc(NC(=O)C(=O)C2C(=O)Nc3ccccc32)cc1 (centres undefined)	-4	-2	0	-2	-16	-7	-1	-2	-56	-1
15	COc1ccc(/C=C/C(=O)c2ccc(O)cc2)cc1CN1CCOCC1	23	7	-1	5	-13	35	3	4	-51	11
16	COc1ccc(CCNC(=O)C(=O)NCc2ccc(C(C)C)cc2)cc1OC	-8	x	-1	-3	-13	6	-2	-5	21	-2
17	COC(=O)c1c(C)nn(-c2ccccc2)c1N	-4	1	-3	18	-17	3	1	-1	4	15
18	O=c1oc2ccccc2cc1-c1csc(NN=C2CCCCC2)n1	7	-3	-4	-6	-86	23	0	-2	-122	-12
19	Cc1cc2c(cc1S(=O)(=O)N1CCCCC1)OCC(=O)N2	0	1	5	1	-5	8	-3	2	10	-6
20	CC(C)CNC(=O)c1ccccc1NC(=O)Nc1ccccc1	1	-5	-2	-3	-23	3	-1	-2	-26	9
21	CCOC(=O)N1CCN(c2c(NCC3CCCO3)c(=O)c2=O)CC1 (centres undefined)	8	-2	-2	-1	-19	5	-3	0	4	6
22	Cc1cccc(Nc2nnc(SCC(=O)Nc3ccccc3[N+](=O)[O-])s2)c1C	3	-5	4	7	-6	20	0	0	-90	4
23	COc1ccc(/C=C2/SC(=O)N(CCC(=O)Nc3ccccc3C(=O)O)C2=S)cc1	-12	-4	3	-1	-23	-21	-4	-1	9	-6
24	CC(NC(=O)CNC(=O)C1CCCCC1)c1ccc(S(N)(=O)=O)cc1 (centres undefined)	-1	-7	32*	-4	-18	11	-2	-5	2	-32
25	CSc1nncc(/C(C)=N\Nc2cccc(C)c2)n1	3	9	-3	-3	-25	23	0	5	-8	-26
26	COc1cc(OC)c(C(=O)NCC2CCCO2)cc1OC (centres undefined)	-5	-3	-5	-6	-9	-3	1	-1	-1	-4
27	Cc1ccc(OCCNS(=O)(=O)c2ccc(N3CCCC3=O)cc2)cc1C	5	1	-4	-2	-14	16	0	-1	-10	-9
28	O=C(Cn1nc(-c2ccc(Cl)cc2)c2ccccc2c1=O)NN1CCOCC1	-1	x	-1	-2	-8	19	2	1	15	20
29	O=C(CSc1nnc2sc3ccccc3n12)N1CCN(c2ccccc2)CC1	-1	-5	-1	6	3	8	1	1	-16	-8
30	COc1cccc(C2c3[nH]c4ccccc4c3CCN2Cc2cnc(C)s2)c1OC (centres undefined)	-9	1	-1	2	-15	-15	2	-1	-23	-1
31	O=C1C=CC(=O)C(C2=C3C(=O)N(CCc4ccccc4)CC(=O)N3CCC2)=C1	13	x	0	-1	4	32	0	-5	24	8
32	CC(=O)C1=C(C)N(CC2CC2)C(=O)N[C@H]1c1ccccc1	0	-7	0	5	-14	-13	2	-2	10	7
33	Cc1cccnc1NC(=O)c1ccc(NS(=O)(=O)/C=C/c2ccccc2)cc1	-8	-3	x	x	x	-19	4	-3	5	10
34	Nc1ccc(CCC(=O)N2CCCC2)cc1	8	0	-6	-4	-12	32	1	1	25	1
35	O=c1[nH]c(/C(Cl)=C/c2cccc(C(F)(F)F)c2)nc2cc(Cl)ccc12	1	-6	0	0	-16	28	0	x	-54	0
36	COc1cccc(NC(=O)c2cn(C)c(=O)c3cc(OC)c(OC)cc23)c1	6	0	7	5	3	7	0	5	-21	-2
37	CC(Sc1nnnn1-c1ccccc1)C(=O)Nc1ccc(Cl)cn1 (centres undefined)	2	19	-1	6	-1	25	1	4	4	-2
38	COc1cc(NC(=O)CN(C)S(=O)(=O)c2ccc3c(c2)CC(C)N3C(C)=O)cc(OC)c1OC (centres undefined)	-3	-3	-3	6	-18	9	0	-1	0	0
39	CCN(CC)c1nc2ccccc2nc1-n1nc(C)cc1C	-3	-5	-4	2	-21	-2	-1	2	-2	-11
40	CCCC(c1nnnn1CC(=O)OCC)N(Cc1cc2ccc(C)cc2[nH]c1=O)C1CCCC1 (centres undefined)	24	-5	-1	2	-17	8	1	0	-2	0
41	Cn1ccnc1Sc1ccc(/C=N/NC(=O)c2ccccc2[N+](=O)[O-])cc1[N+](=O)[O-]	6	-5	-5	0	-26	29	-2	-1	0	-1
42	C#CCNC(=O)C1=C[C@@H](c2ccc(C(F)(F)F)cc2)C[C@@H](OCc2ccc(CO)cc2)O1	5	3	x	x	x	10	2	-1	11	-1
43	Cn1nc(C(F)(F)F)c(-c2ccc(Br)cc2)c1NC(=O)CSCC(=O)O	0	x	-3	3	-4	-12	1	0	-20	2
44	O=C(CSc1nc2ccccc2o1)N1CCN(S(=O)(=O)c2ccc3ccccc3c2)CC1	6	3	-5	0	4	21	0	-1	32	-6
45	O=C(CCc1ccc(S(=O)(=O)N2CCOCC2)cc1)N1CCN(Cc2ccc3c(c2)OCO3)CC1	35	2	-1	-2	-18	u	-2	3	-28	-3
46	Cc1ccc(-c2cc3ccccc3nc2N)cc1	18	23	-4	1	-133	31	-1	2	-93	3
47	COc1ccc(NCc2nnc(SCC(=O)c3ccc(OC)cc3)n2C)cc1	-16	5	4	4	2	-1	1	-2	-127	4
48	NC(=O)N/N=C/c1ccc(-n2nncc2-c2ccc(Cl)cc2)cc1	2	-6	-1	-10	-23	1	1	-4	8	3
49	CCOc1ccccc1NC(=O)CSc1ccccc1	-1	2	2	-2	-8	4	1	-3	37	3
50	O=C(NCc1cccnc1)[C@@H]1CC=C[C@@H]2CCN(Cc3ccc(Cl)c(Cl)c3)C(=O)[C@@H]21	8	3	x	x	x	23	0	-1	-6	2

Carrying on.
no.	SMILES	HSF1 inhib	Dyrk1A ADPGlo	HSP90 refold inh	IEC-6 tox	KLF5 inhibitor	HSF-1 act	GSK3B inh	GSK3A inh	aSyn UTR inh	Platelet DG rel
51	C=CCOC(=O)/C(=C\c1cccc2ccccc12)NC(=O)c1ccccc1	17	4	5	5	-156	35	-4	2	-20	2
52	CCCOc1ccc(C(O)C(CN2CCOCC2)c2ccccc2)cc1 (centres undefined)	1	3	5	4	-46	8	0	-4	-14	-3
53	COc1ccc(OC)c(CNC(=O)c2cc(=O)[nH]c3ccc(S(=O)(=O)N4CCCC4)cc23)c1	-1	x	-4	4	-21	2	0	1	23	-1
54	COc1ccc(CCNC(=O)C2CC(=O)N(C3CCCCC3)C2)cc1OC (centres undefined)	6	-5	3	-1	-12	6	0	-3	-2	-3
55	CCn1c(-c2cc(Br)ccc2O)n[nH]c1=S	-11	5	-2	-4	1	-25	4	-5	2	-4
56	Cn1c(-c2c(N)n(CCCc3ccccc3)c3nc4ccccc4nc23)nc2ccccc21	3	7	2	6	-16	-6	1	x	-57	4
57	Cc1nc(Cl)c(C(=O)NCc2ccccc2)c(C)c1Cl	-4	5	0	-5	-9	-9	-2	-1	-5	0
58	Cc1cccc(CC2S/C(=N/c3cccc(C)n3)NC2=O)c1 (centres undefined)	-6	7	0	3	-2	-13	-3	0	45	1
59	COc1ccc(S(=O)(=O)N(C)C)cc1NC(=O)CCCSc1ccccc1	0	-2	1	4	-28	23	1	0	13	-9
60	Fc1cccc(CSc2ccc(-c3ccc4c(c3)OCO4)nn2)c1	8	-1	0	7	-14	6	4	-6	-12	4
61	COc1ccc(CN2CC(C(=O)NCCCN3CCCCC3)CC2=O)cc1 (centres undefined)	-2	-6	0	4	-24	-1	3	2	21	-13
62	COc1ccc(OC)c(S(=O)(=O)N2CCCC2C(=O)NC(C)c2ccccc2)c1 (centres undefined)	-3	12	-2	4	-15	-4	1	-1	9	11
63	COc1cc2c(cc1OC)CN(C(=O)CN1CCN(S(=O)(=O)c3ccccc3Br)CC1)CC2	-26	-8	-6	-2	-17	-37	0	-1	5	11
64	Clc1ccc(-c2csc(Nc3ccccc3)[n+]2Cc2ccco2)c(Cl)c1	113	-4	2	1	-40	92*	0	x	-269	-2
65	CCOc1ccc(C(=O)N2CCN=C2SC)cc1OCC	-2	-1	-1	-8	-7	-4	-2	0	6	x
66	CCCCN(C)C(=O)CCC(=O)Nc1ccc2nc(N3CCN(C)CC3)cc(C)c2c1	-70*	-4	1	1	-49	-76	0	-3	-5	-2
67	Cc1cc(C)cc(NC(=S)N2CCC(N(C)CC3CCCO3)CC2)c1 (centres undefined)	-2	0	2	0	7	0	1	0	-14	10
68	Cc1ccc(NC(=O)C2(c3ccccc3)CCOCC2)cc1	-6	0	1	0	-10	8	-2	-1	6	11
